NTR1 agonist – NTR1-driven beta-arrestin-GFP spot formation – imaging, U2OS cells, high content, primary screen (AID 493036); activation, % at 20 µM; 330,000 compounds, 0.17% hits; P30989; agonist mode;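 active = activation at or above 40% of the spot to cytoplasm intensity ratio, with at least 20 cells analyzed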;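 also: 0% = DMSO without peptide and 100% = 100 nM NTR1 peptide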
Target sequence (P30989 whole entry, looked up): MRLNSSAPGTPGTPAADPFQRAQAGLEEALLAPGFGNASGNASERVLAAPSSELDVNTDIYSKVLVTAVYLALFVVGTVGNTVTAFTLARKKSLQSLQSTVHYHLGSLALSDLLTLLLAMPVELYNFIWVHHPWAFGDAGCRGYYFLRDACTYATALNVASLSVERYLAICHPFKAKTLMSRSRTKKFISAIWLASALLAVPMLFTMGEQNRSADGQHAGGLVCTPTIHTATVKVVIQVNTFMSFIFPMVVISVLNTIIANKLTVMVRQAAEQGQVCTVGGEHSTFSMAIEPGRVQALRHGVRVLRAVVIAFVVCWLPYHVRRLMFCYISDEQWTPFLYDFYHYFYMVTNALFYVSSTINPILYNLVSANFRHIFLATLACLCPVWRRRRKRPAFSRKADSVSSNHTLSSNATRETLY
NOD2 inhibition – NOD2 signaling inhibitors, cell-based, luminescence, uHTS, HEK293 (AID 1566) | HEK293 NOD2/NF-kB luciferase reporter, luminescence; higher % means a stronger effect | one-dose inhibition, % at 4 µM; EC50 in µM for titrated hits | 290,000 compounds, 0.63% hits; also: many of its hits are not listed in these tables
Yfh1-depleted yeast – enhancers of respiration in Yfh1-depleted yeast, dose response, Friedreich's ataxia, plus single-dose screen (AID 1465); S. cerevisiae Yfh1-off respiration, WST-1 reduction, 72 h; higher fold induction means a stronger effect; 220,000 compounds, 0.074% hits; one-dose fold induction at 50 µM; EC50 in µM for titrated hits;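 active = fold induction of absorbance versus untreated yeast above a set limit, then at least 30% activation at any dose in follow-up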;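 also: activators that raise dye reduction in frataxin-depleted yeast; strong numbers were not always called active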
TNAP activators – stimulation of alkaline phosphatase TNAP activity – biochemical, luminescent, no phosphate acceptor, uHTS, primary screen (AID 1001); purified TNAP, luminescent activation assay, no phosphate acceptor; higher activation fold means a stronger effect; one-dose activation fold at 20 µM; EC50 in µM for titrated hits; 200,000 compounds, 0.03% hits; in the data active = activation fold from about 3, or a potency from the dose series; inactive = the rest, 99 in 100 with activation fold below about 1.6; also: many of its hits are not listed in these tables
NOD1 NF-kB reporter – inhibition of NOD1-driven NF-kB reporter – cell-based, luminescence, uHTS, primary screen (AID 1578) | 290,000 compounds, 1% hits | NOD1-driven NF-kB luciferase reporter cells, luminescence; higher % means a stronger effect | inhibition, % at 4 µM; hits with a dose series show EC50 in µM; in the data active = inhibition mostly above about 36%, no sharp cut-off; inactive = mostly below about 34%;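 also: HEK-293T reporter cells stimulated with the NOD1 agonist gamma-tri-DAP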
GPR55 beta-arrestin – selective activators of receptor GPR55 – imaging, U2OS cells, beta-arrestin-GFP redistribution, primary screen (AID 1961) | U2OS GPR55 beta-arrestin-GFP redistribution imaging; higher % means a stronger effect | activation, % at 10 µM, or EC50 in µM where a hit was titrated | 290,000 compounds, 0.048% hits;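 active = activation above 40% with more than 50 cells counted in the well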;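 also: U2OS osteosarcoma cells stably expressing GPR55 and beta-arrestin-GFP; plate controls were DMSO negative control for no effect and LPI positive control for full effect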
KOR beta-arrestin-1 – kappa opioid receptor blockers – cell-based, luminescence, uHTS (AID 1778) | KOR beta-arrestin recruitment, luminescence, antagonist mode; higher % means a stronger effect | inhibition, % at 10 µM, or IC50 in µM where a hit was titrated | 290,000 compounds, 0.091% hits; also: strong numbers were not always called active
KOR beta-arrestin-2 – KOR agonists, beta-arrestin recruitment, primary screen, cell-based, luminescence, uHTS (AID 1777) | activation, % at 10 µM, or EC50 in µM where a hit was titrated | 280,000 compounds, 0.02% hits | KOR beta-arrestin recruitment, luminescence; higher % means a stronger effect; in the data active = activation above about 50%, passing the limit was not always enough; also: a part of the inactive calls stands beside numbers as strong as those of hits
ER stress rescue – protection against thapsigargin-triggered cell killing – 384-well, CSM14.1, ATP luminescence, primary screen (AID 1222); CSM14.1 thapsigargin-induced death rescue, ATP luminescence; higher % means a stronger effect; one-dose cellular ATP content (survival), % at 20 µM; EC50 in µM for titrated hits; 190,000 tested, under 10 active;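 active = EC50 below 50 µM in the dose-response confirmation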;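 also: death triggered by thapsigargin at about 15 µM added after 2 h compound pretreatment; cell ATP read after overnight thapsigargin exposure of roughly 18 to 22 hours; normalized against plate controls of thapsigargin alone and 5% DMSO vehicle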
NTR1 agonist cell count 20 µM – recorded beside NTR1 agonist, whose call it bears; cell count; measured here: cell count, cytotoxicity flag
Starred values were filed as active, the others as inactive; i = inactive; . = no result given; [ ] = remark or other dose. Rule as the data show it, unless noted: active = inhibition above about 50%; inactive = the rest. Only part of the results is shown. The share of hits here may be higher or lower than overall.

cpd | molecule | NTR1 agonist | NTR1 agonist cell count 20 µM | NOD2 inhibition | Yfh1-depleted yeast | TNAP activators | NOD1 NF-kB reporter | GPR55 beta-arrestin | KOR beta-arrestin-1 | KOR beta-arrestin-2 | ER stress rescue
1 | Cc1ccc(N(C(=O)Cn2nnc(-c3ccc(C)o3)n2)C(C(=O)NC2CCCC2)c2ccco2)cc1 (stereo not drawn) | 3.0 | 47 | -11.6% | i | 1.1 | -62.5% | -0.1% | -4.1% | -1.2% | 0.3%
2 | Cn1nc(-c2ccccc2)cc1NC(=O)C1CCCCC1 | 1.2 | 36 | -41.9% | i | . | -4.2% | 0.2% | -9.3% | -3.2% | .
3 | O=C(CNC(=O)c1ccc(Cl)cc1)NC1CCCCC1 | 2.4 | 62 | -12.2% | . | . | -21.9% | -0.1% | 4.1% | 5.9% | .
4 | CCOC(=O)C1(CC2CC2)CCN(C(=O)c2ocnc2C)CC1 | -0.4 | 57 | -24.8% | i | 1.1 | -41.5% | 0.6% | -23.5% | -5.4% | 0.3%
5 | Cc1cc(C)cc(C(=O)NC(CC(N)=O)c2ccc(N3CCCCCC3)c([N+](=O)[O-])c2)c1 (stereo not drawn) | -4.9 | 40 | -6.3% | . | . | 7.8% | 0.2% | -26.7%[20 µM] | 2.8% | .
6 | O=C(CSc1ccc(-c2cccs2)nn1)N1CCCCCC1 | -1.5 | 48 | -9.0% | i | 0.9 | -31.0% | 0.2% | 1.0% | -2.5% | -3.1%
7 | Cc1noc(C)c1COc1ccc(C(=O)Nc2ccccn2)cc1 | 0.7 | 56 | 18.1% | . | . | -24.0% | -0.1% | 16.1% | -3.4% | .
8 | CCc1nc(SCc2ccc(C(=O)OC)o2)n[nH]1 | -0.5 | 39 | 1.5% | i | 0.9 | 0.4% | 0.1% | -9.6% | -1.8% | -2.9%
9 | CSc1nnc(C(C)(C)C)c(=O)n1/N=C/c1ccc(Cl)cc1 | 2.1 | 47 | 16.3% | i | . | 2.4% | -0.1% | -6.8% | 1.1% | .
10 | CN(C(=O)c1ccccc1-c1ncc[nH]1)C1CCCN(Cc2ccccc2F)C1 (stereo not drawn) | -1.1 | 65 | 2.9% | . | . | -5.4% | 0.0% | 8.4% | -1.8% | .
11 | Cn1c(S(=O)(=O)O)nc2ccccc21 | 3.3 | 52 | 15.7% | i | . | -7.0% | -0.1% | 18.1% | 8.7% | .
12 | Cc1ccc(Oc2ncccc2CO)cc1 | -0.5 | 41 | 11.3% | i | 1.1 | -23.6% | -0.3% | 16.7% | -3.8% | -0.2%
13 | Cc1csc(/N=C/N(C)C)c1C#N | 0.1 | 52 | 13.9% | i | . | -1.9% | -0.1% | -0.9% | -0.4% | .
14 | O=C1OC(Nc2ccc(Br)cn2)c2ccccc21 (stereo not drawn) | -5.7 | 83 | -0.9% | i | 1 | -4.5% | 0.0% | 4.2% | -1.2% | 0.5%
15 | Cc1[nH]c(C)c(S(=O)(=O)N2CCN(c3ccccc3F)CC2)c1C(=O)N1CCCCC1 | 0.0 | 47 | 12.6% | . | . | -25.3% | 0.7% | -25.1% | -1.0% | .
16 | NS(=O)(=O)Oc1ccccc1 | 2.0 | 64 | -3.5% | . | . | -33.9% | 0.0% | 11.1%[20 µM] | 2.1% | .
17 | O=C(O)c1cc(/C=C/c2ccc(N3CCOCC3)c([N+](=O)[O-])c2)nc2ccccc12 | -0.7 | 86 | -10.1% | i | . | -6.9% | 0.0% | 10.4% | 2.6% | .
18 | COc1ccccc1Oc1ccc2c(c1)C(=O)N(c1ccc(Br)c3cccnc13)C2=O | 0.5 | 69 | 2.7% | i | 1.1 | -16.8% | -0.1% | 48.9% | -0.6% | 0.5%
19 | Cc1nc2nc(SCC(=O)NCCCN3CCCCC3)nn2c(C)c1Cc1ccccc1 | -0.1 | 32 | 4.1% | . | . | -26.0% | 0.2% | -10.2% | 5.7% | .
20 | Cc1ccc(N2CC(C(=O)Nc3nnc(C(C)C)s3)CC2=O)cc1 (stereo not drawn) | 0.6 | 87 | 5.6% | i | 1.1 | -2.8% | 0.0% | 14.9% | -7.6% | -2.5%

Some of the entries so far, with values under each structure.
Values in the order – NTR1 agonist	NTR1 agonist cell count 20 µM	NOD2 inhibition	Yfh1-depleted yeast	TNAP activators	NOD1 NF-kB reporter	GPR55 beta-arrestin	KOR beta-arrestin-1	KOR beta-arrestin-2	ER stress rescue
#8 CCc1nc(SCc2ccc(C(=O)OC)o2)n[nH]1
    -0.5	39	1.5%	i	0.9	0.4%	0.1%	-9.6%	-1.8%	-2.9%
#9 CSc1nnc(C(C)(C)C)c(=O)n1/N=C/c1ccc(Cl)cc1
    2.1	47	16.3%	i	.	2.4%	-0.1%	-6.8%	1.1%	.
#10 CN(C(=O)c1ccccc1-c1ncc[nH]1)C1CCCN(Cc2ccccc2F)C1 (stereo not drawn)
    -1.1	65	2.9%	.	.	-5.4%	0.0%	8.4%	-1.8%	.
#11 Cn1c(S(=O)(=O)O)nc2ccccc21
    3.3	52	15.7%	i	.	-7.0%	-0.1%	18.1%	8.7%	.
#12 Cc1ccc(Oc2ncccc2CO)cc1
    -0.5	41	11.3%	i	1.1	-23.6%	-0.3%	16.7%	-3.8%	-0.2%
#13 Cc1csc(/N=C/N(C)C)c1C#N
    0.1	52	13.9%	i	.	-1.9%	-0.1%	-0.9%	-0.4%	.
#14 O=C1OC(Nc2ccc(Br)cn2)c2ccccc21 (stereo not drawn)
    -5.7	83	-0.9%	i	1	-4.5%	0.0%	4.2%	-1.2%	0.5%
#15 Cc1[nH]c(C)c(S(=O)(=O)N2CCN(c3ccccc3F)CC2)c1C(=O)N1CCCCC1
    0.0	47	12.6%	.	.	-25.3%	0.7%	-25.1%	-1.0%	.
#16 NS(=O)(=O)Oc1ccccc1
    2.0	64	-3.5%	.	.	-33.9%	0.0%	11.1%[20 µM]	2.1%	.
#17 O=C(O)c1cc(/C=C/c2ccc(N3CCOCC3)c([N+](=O)[O-])c2)nc2ccccc12
    -0.7	86	-10.1%	i	.	-6.9%	0.0%	10.4%	2.6%	.
#18 COc1ccccc1Oc1ccc2c(c1)C(=O)N(c1ccc(Br)c3cccnc13)C2=O
    0.5	69	2.7%	i	1.1	-16.8%	-0.1%	48.9%	-0.6%	0.5%

The listing picks up, repeating the two entries before the break.
cpd | molecule | NTR1 agonist | NTR1 agonist cell count 20 µM | NOD2 inhibition | Yfh1-depleted yeast | TNAP activators | NOD1 NF-kB reporter | GPR55 beta-arrestin | KOR beta-arrestin-1 | KOR beta-arrestin-2 | ER stress rescue
19 | Cc1nc2nc(SCC(=O)NCCCN3CCCCC3)nn2c(C)c1Cc1ccccc1 | -0.1 | 32 | 4.1% | . | . | -26.0% | 0.2% | -10.2% | 5.7% | .
20 | Cc1ccc(N2CC(C(=O)Nc3nnc(C(C)C)s3)CC2=O)cc1 (stereo not drawn) | 0.6 | 87 | 5.6% | i | 1.1 | -2.8% | 0.0% | 14.9% | -7.6% | -2.5%
21 | Cc1ccc(N2C(=O)CC(Sc3ncn[nH]3)C2=O)cc1C (stereo not drawn) | 0.0 | 85 | 13.6% | i | 1.4 | 4.8% | 0.0% | 8.3% | -3.1% | -3.0%
22 | CCc1ccc2nc(N(CCCN(C)C)C(=O)c3ccc(S(=O)(=O)N(C)C4CCCCC4)cc3)sc2c1 | 10.4 | 57 | -7.0% | . | . | 6.1% | 1.6% | 15.0% | 1.6% | .
23 | CCCNC(=O)Cc1ccsc1 | 0.1 | 70 | 4.7% | i | 1.1 | -30.5% | 0.3% | 37.8% | -1.8% | 4.0%
24 | Cc1nc(N)c(C#N)c(-c2cccnc2)c1C | -0.7 | 94 | 33.4% | i | 1.1 | 35.0% | -0.1% | 49.9% | -1.5% | .

Assay outcomes as filed in PubChem.
